Screens: PubChem BioAssay, several laboratories
APP 5'UTR act: APP 5'UTR luciferase reporter activation; SH-SY5Y APP 5'UTR luciferase reporter, luminescence; zero percent = DMSO vehicle wells; activation, % at 2 µM; hit rate 1% among 190,000;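 active means activation above a set limit, based on mean plus 3 SD of controls, cut at about 140% in these data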; further: values of inactives mirror those of a sister screen read the other way
FLuc inhib CS: counter-screen for luciferase assay inhibitors: firefly luciferase inhibition | ATPLite firefly luciferase biochemical luminescence, 10 min | hit rate 1.5% among 200,000 | P08659 | inhibition, % at 10 µM;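 active means inhibition above about 50% when tested at 10 µM, limit read from the data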
NF-kB expr up: raises NF-kB expression in human neuronal cells; NF-kB reporter expression; hits give high values; fold change at 12.5 µM; hit rate 1.6% among 190,000; in the data active means fold change above about 3.3
STAT1 act: increases IFN-gamma driven STAT1 reporter signal; NIH 3T3 STAT1-luciferase reporter, luminescence; 100% = IFN-gamma alone, no compound; activation (% of control), % at 5.5 µM; hit rate 2.6% among 200,000;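 active means activation above the screen-wide mean activation plus 3 SD, cut at about 130% in these data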;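 further: raw ratio to IFN-gamma control signal so 100% means no change and 0% no light; values of inactives mirror those of a sister screen read the other way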
APP transl inh: APP translation inhibition. SH-SY5Y APP 5'UTR-luciferase reporter, luminescence. inhibition, % at 2 µM. hit rate 0.82% among 190,000. AID 1285;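 active means inhibition above a set limit, derived from the sample mean plus 3 SD, cut at about 45% in these data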; further: values of inactives mirror those of a sister screen read the other way
FLuc stim CS: firefly luciferase counter-screen for stimulation assays; P08659; ATPlite luciferase biochemical, luminescence, 10 min; 0 = ATP-free wells, 1 = DMSO control; activation factor at 10 µM; 200,000 tested, under 10 active;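 active means luciferase activation factor, scaled between plate controls, of at least 2 with compound at 10 µM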
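System: luciferase plus luciferin reagent, cell-free; medium: PBS as buffer for the ATP substrate; dosing: test compounds dosed from 2 mM stocks in 100% DMSO; timing: 10 min post-reagent at room temperature; measured by: luminescence measurement of luciferase light output; evaluation: luciferase activation, seen as luminescence increase over controls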
Diaph inh CS: diaphorase inhibition or chemical oxidation counter-screen | diaphorase resazurin-to-resorufin fluorescence, NADH, 16 min; bacterial (C. kluyveri) enzyme, not human | inhibition, % at 20 µM | hit rate 0.69% among 190,000;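 active means primary screen inhibition at 20 µM above a set limit, cut at about 50% in these data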;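 further: plate controls were DMSO with full reaction for no effect and wells lacking NADH for full effect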
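Test system: diaphorase enzyme from Clostridium kluyveri; amount: diaphorase at 0.14 U/mL in enzyme working solution; detection: fluorescence of resorufin formed from resazurin, Ex 544/Em 590 nm; times: reaction incubation of 16 min at room temperature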
TLR4-MyD88 BLA: inhibitors of human TLR4-MyD88 binding; HeLa CL3-4 TLR4/MyD88 BLA complementation, FRET ratio; AID 861; hit rate 0.18% among 200,000; O00206+Q99836; inhibition, % at 8.4 µM; in the data active means inhibition above about 25%;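 further: 0% = vehicle and 100% = reference inhibitor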
Target sequence (O00206 whole entry, looked up): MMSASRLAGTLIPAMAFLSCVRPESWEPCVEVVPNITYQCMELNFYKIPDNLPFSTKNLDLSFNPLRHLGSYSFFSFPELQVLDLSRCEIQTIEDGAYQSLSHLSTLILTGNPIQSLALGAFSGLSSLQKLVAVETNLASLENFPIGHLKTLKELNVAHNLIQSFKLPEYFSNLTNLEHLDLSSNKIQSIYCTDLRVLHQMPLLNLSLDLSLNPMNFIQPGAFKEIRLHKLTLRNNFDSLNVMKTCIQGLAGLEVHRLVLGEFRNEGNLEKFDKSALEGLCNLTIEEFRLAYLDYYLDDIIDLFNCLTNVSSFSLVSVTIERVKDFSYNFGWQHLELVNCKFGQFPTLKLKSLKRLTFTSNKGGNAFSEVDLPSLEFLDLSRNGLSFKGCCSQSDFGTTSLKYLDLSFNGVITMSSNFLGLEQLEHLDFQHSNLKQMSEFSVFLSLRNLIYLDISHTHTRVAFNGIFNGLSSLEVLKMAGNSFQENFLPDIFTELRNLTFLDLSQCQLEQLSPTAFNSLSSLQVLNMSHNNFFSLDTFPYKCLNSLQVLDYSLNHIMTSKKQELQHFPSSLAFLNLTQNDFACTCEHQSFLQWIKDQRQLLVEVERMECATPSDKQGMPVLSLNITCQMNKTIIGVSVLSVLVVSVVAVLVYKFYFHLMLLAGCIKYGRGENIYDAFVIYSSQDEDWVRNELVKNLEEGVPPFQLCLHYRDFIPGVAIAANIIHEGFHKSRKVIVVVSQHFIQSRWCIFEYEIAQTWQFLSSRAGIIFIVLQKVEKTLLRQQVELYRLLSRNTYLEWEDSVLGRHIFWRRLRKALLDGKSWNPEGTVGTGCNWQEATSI
Target sequence (Q99836 whole entry, looked up): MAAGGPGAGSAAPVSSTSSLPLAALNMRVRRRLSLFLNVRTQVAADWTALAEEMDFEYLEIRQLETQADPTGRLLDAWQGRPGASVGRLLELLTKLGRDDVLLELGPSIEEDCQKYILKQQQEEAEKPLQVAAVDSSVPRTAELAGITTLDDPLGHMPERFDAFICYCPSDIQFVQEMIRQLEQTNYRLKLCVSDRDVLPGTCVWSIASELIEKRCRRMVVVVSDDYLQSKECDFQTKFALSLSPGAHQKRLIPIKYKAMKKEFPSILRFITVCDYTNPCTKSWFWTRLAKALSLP
Diaph act CS: counter-screen for diaphorase-based assays: diaphorase activators and chemical reducers | Diaphorase/resazurin coupled assay, resorufin fluorescence, 16 min; hits give high values; 1 = vehicle wells, 0 = NADH-free wells | activation factor at 20 µM | hit rate 0.005% among 190,000;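 active means diaphorase activity raised at least twofold by the compound at 20 µM; inactive means activation factor below 2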
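Material: Clostridium kluyveri diaphorase, purified enzyme; Quantity: enzyme 0.07 U/mL final; Medium: HEPES pH 7.4 buffer with MgCl2 and Tween 20; Dosing: single compound dose of 20 µM, 1% DMSO final; Schedule: 16 min reaction at room temperature; Measured by: red resorufin fluorescence at 544/590 nm excitation/emission.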
G6PDH CS: L. mesenteroides G6PDH inhibition counter-screen; Purified L. mesenteroides G6PDH, diaphorase/resazurin coupled fluorescence, 45 min; inhibition, % at 5 µM; hit rate 0.12% among 200,000; AID 1020; in the data active means inhibition above about 50%
* = called active by the depositor; . = no result given. The order is random; 5.6% or so of the library scored in one or more.

SMILES | APP 5'UTR act | FLuc inhib CS | NF-kB expr up | STAT1 act | APP transl inh | FLuc stim CS | Diaph inh CS | TLR4-MyD88 BLA | Diaph act CS | G6PDH CS
CC1(C)OC(=O)N(CCC(=O)Nc2cccc(F)c2)C1(C)O (stereo unspecified) | 4 | 1 | 1 | 102 | -4 | 1 | -2 | 10 | 1 | -2
CSCCC(NC(=O)c1ccccc1C)C(=O)O (stereo unspecified) | -2 | -5 | 1.2 | 100 | 2 | 1.1 | -4 | 9 | 1 | 7
O=C(COC(=O)/C=C/c1cccs1)Nc1cccc(S(=O)(=O)N2CCOCC2)c1 | 18 | -9 | 0.99 | 94 | -18 | 1.1 | 4 | -13 | 1 | 4
c1ccc(Nc2nc(N3CCCCC3)nc(N3CCCCC3)n2)cc1 | -21 | -4 | 1.5 | 101 | 21 | 1 | 17 | -2 | 0.8 | 2
O=S(=O)(Nc1ccc(N2CCOCC2)cc1)c1ccc(F)cc1 | -10 | -9 | 1 | 92 | 10 | 1.1 | 17 | -9 | 0.8 | 8
O=c1ccc2ccc(Oc3ccc([N+](=O)[O-])cc3[N+](=O)[O-])cc2o1 | 27 | -8 | 2.1 | 96 | -27 | 1.1 | 15 | 6 | 0.9 | 4
Cc1noc(C)c1C(=O)OCC(=O)Nc1ccccc1Oc1ccccc1 | -3 | -2 | 0.92 | 104 | 3 | 1 | 21 | 5 | 0.8 | 3
CCOc1ccccc1C(=O)Nc1ccc(-c2nnc(-c3ccc(C)cc3)o2)cc1 | 9 | . | . | 96 | -9 | . | . | -4 | . | .
CCOC(=O)CNC(=S)N(Cc1ccc(C)cc1)Cc1ccc(C)o1 | -16 | -8 | 1.1 | 99 | 16 | 1.1 | 12 | -6 | 0.9 | 2
Cc1cccc(NC(=O)c2cc(NC(=O)C3CCCCC3C(=O)O)ccc2N2CCCCC2)c1 (stereo unspecified) | 12 | -6 | 0.96 | 88 | -12 | 1.1 | 15 | -4 | 0.8 | 3
CCOc1ccc(/C=c2\sc3nc(-c4ccco4)nn3c2=O)cc1OCC | -1 | -1 | 1.4 | 105 | 1 | 1 | 10 | -7 | 0.9 | -49
CCN(CC)S(=O)(=O)c1cc(NS(=O)(=O)c2c(Cl)cccc2Cl)ccc1C | 16 | -4 | 1.1 | 90 | -16 | 1 | 16 | -6 | 0.8 | 2
CNc1nc(-c2ccc3c(c2)CCN3C(=O)CC(C)(C)C)c(C)s1 | 4 | 6 | 2.3 | 126 | -4 | 0.9 | -2 | 0 | 1 | 8
COc1cccc(-c2nnc(SCC(=O)Nc3ccc4c(c3)OCCO4)n2Cc2ccco2)c1 | -1 | 5 | 0.91 | 86 | 1 | 0.9 | 5 | 6 | 1 | -26
CCOCCCNCc1ccc(Cl)cc1 | -1 | -2 | 1.1 | 108 | 1 | 1 | 9 | 1 | 0.9 | 0
CN(C(=O)Nc1ccc(S(=O)(=O)N(C)C)cc1)C1CCCCC1 | 6 | 3 | 1.6 | 104 | -6 | 1 | -7 | 3 | 1.1 | 1
Cc1nn(CC(=O)OCC(=O)NC(C)c2ccccc2)c(C)c1[N+](=O)[O-] (stereo unspecified) | -4 | -3 | 1 | 96 | 4 | 1 | -10 | -7 | 1.1 | 5
O=C(Nc1ccccc1C(=O)O)/C(=C/c1ccc([N+](=O)[O-])cc1)NC(=O)c1ccc(Br)o1 | -10 | -1 | 1.1 | 105 | 10 | 1 | 20 | -4 | 0.8 | 15
CC1OC(Oc2ccc3ccc(=O)oc3c2-c2c(O)ccc3cc(Oc4ccc5ccc(=O)oc5c4)c(=O)oc23)C(O)C(O)C1O (stereo unspecified) | -1 | -5 | 1.1 | 111 | 2 | 1.1 | 12 | -3 | 0.9 | 6
Cc1ccc(CS(=O)(=O)Cc2ccc(C(=O)NCc3cccs3)o2)cc1 | -4 | -10 | 1.2 | 90 | 4 | 1.1 | 6 | -2 | 0.9 | 4
CC(O)c1ccc2c(c1)OCCOCCN(C)CCOCCO2 (stereo unspecified) | 21 | 23 | 1 | 102 | -21 | 0.8 | 2 | -7 | 1 | 5
COCCNC(=O)CSc1ccc(Cl)cc1 | 9 | -1 | 1.3 | 98 | -9 | 1 | -2 | -10 | 1 | 9
Cc1cc(Cl)ccc1Oc1nccc(N(C)C)c1C#N | 9 | -1 | 1.2 | 106 | -9 | 1 | 4 | -9 | 1 | 1
C#CCOCCOCCOCCNc1nc(N2CCN(C(=O)C([C@@H](C)CC)n3cc(C(N)Cc4ccc(O)cc4)nn3)CC2)nc(N2CCN(C(=O)[C@H](CCC(=O)O)n3cc(C(N)CC(C)C)nn3)CC2)n1 (stereo partly specified) | 5 | -7 | 1.2 | 98 | -4 | 1.1 | -2 | -16 | 1 | 16
COCCn1c(N)c(C(=O)NS(=O)(=O)c2ccc(C)cc2)c(=O)[nH]c1=O | 5 | -2 | 0.95 | 97 | -5 | 1 | -3 | 3 | 1 | 2

Two compounds from above with just FLuc stim CS.
compound,FLuc stim CS
CC1(C)OC(=O)N(CCC(=O)Nc2cccc(F)c2)C1(C)O (stereo unspecified),1
CCN(CC)S(=O)(=O)c1cc(NS(=O)(=O)c2c(Cl)cccc2Cl)ccc1C,1

Continued:
SMILES | APP 5'UTR act | FLuc inhib CS | NF-kB expr up | STAT1 act | APP transl inh | FLuc stim CS | Diaph inh CS | TLR4-MyD88 BLA | Diaph act CS | G6PDH CS
COc1cc(C2C3=C(CCCC3=O)Nc3[nH]n(-c4ccccc4)c(=O)c32)ccc1OC(C)=O (stereo unspecified) | 9 | -1 | 1.1 | 92 | -9 | 1 | 1 | 1 | 1 | 7
CCCCN(CC)CCNC(=O)c1cc2c(=O)n(C)c3ccccc3c2n1C | 5 | -4 | 1.2 | 101 | -5 | 1 | 23 | 6 | 0.8 | -5
COc1ccc(-c2cc(C(F)(F)F)n3ncc(C(=O)N(C)Cc4ccccc4)c3n2)cc1 | -5 | -6 | 0.6 | 87 | 5 | 1.1 | 10 | -8 | 0.9 | 1
CC(C)C(C(=O)Nc1sc2c(c1C#N)CCCCC2)N1C(=O)c2ccccc2C1=O (stereo unspecified) | 10 | -4 | 1.4 | 101 | -10 | 1 | 21 | 0 | 0.8 | 6
COc1ccc(C(=O)NCc2ccc3c(c2)cc(C)n3C)cc1OC | 7 | -3 | 0.98 | 99 | -6 | 1 | -8 | 8 | 1.1 | 2
CC1CCCc2sc3ncn(N)c(=N)c3c21 (stereo unspecified) | 2 | -4 | 0.94 | 99 | -2 | 1 | -10 | -1 | 1.1 | 1
CCc1ccccc1N/N=C(/C)c1c(O)cc(C)oc1=O | 6 | -2 | 1.9 | 106 | -6 | 1 | 12 | -6 | 0.9 | 7
O=C(Nc1ccccc1)c1ccc(Br)c(S(=O)(=O)Nc2cccnc2)c1 | 15 | 3 | 0.96 | 99 | -15 | 1 | 17 | -1 | 0.8 | 0
CCOC(=O)CNC(=O)Cn1cnc2c(nnn2-c2cccc(Cl)c2)c1=O | 12 | -1 | 1.5 | 100 | -12 | 1 | 16 | -1 | 0.8 | -19
O=C(Cc1nnc(NC(=O)Nc2ccc(F)cc2)s1)Nc1ccccc1 | -9 | -6 | 0.87 | 101 | 9 | 1.1 | -3 | 10 | 1 | 13
CCOC(=O)/C=C/C(=O)Nc1ccc(S(=O)(=O)N2CCCCCC2)cc1 | -14 | -7 | 0.86 | 93 | 14 | 1.1 | 13 | 4 | 0.9 | 10
O=C(NC1CC1)C1=C[C@H](c2ccc(C(F)(F)F)cc2)C[C@H](OCc2ccc(CO)cc2)O1 | -3 | -8 | 1.1 | 100 | 3 | 1.1 | 21 | 10 | 0.8 | 14
Cc1c(Cl)cccc1-n1c(SCC(=O)N(C)Cc2ccccc2)nnc1-c1ccncc1 | -10 | -5 | 0.83 | 102 | 10 | 1.1 | 5 | -3 | 0.9 | 6
O=C(CN(Cc1ccc(F)cc1)C(=O)CCC(=O)Nc1ccccn1)NCc1ccco1 | 17 | -7 | 1 | 94 | -17 | 1.1 | 12 | 9 | 0.9 | 1
COc1cc(/C=C(/C#N)c2ccc(F)cc2)ccc1OCc1ccc(C(=O)O)o1 | 7 | 4 | 1.4 | 106 | -7 | 1 | 6 | 13 | 0.9 | 5
O=C(COC(=O)CNC(=O)c1ccccc1)Nc1cccc(Br)c1 | -5 | -1 | 0.91 | 98 | 4 | 1 | 14 | -4 | 0.9 | -19
CCOC(=O)CCCCC(=O)c1[nH]c(=O)[nH]c1CSc1nc(C)cc(=O)[nH]1 | 1 | -12 | 1.2 | 108 | -1 | 1.1 | 43 | -7 | 0.6 | -34
Cc1ccc(Nc2cc(C(=O)NCCCN3CCOCC3)c3ccccc3n2)c(C)c1 | 6 | -1 | 0.86 | 106 | -6 | 1 | 2 | -19 | 1 | -3
COc1ccc(/C(O)=C2/C(=O)C(=O)N(CCCN(C)C)C2c2cccc(Cl)c2)cc1OC (stereo unspecified) | 11 | -5 | 1.1 | 100 | -11 | 1 | 0 | 2 | 1 | -4
O=S(=O)(/C=C/c1ccccc1)c1ccccc1 | 5 | -3 | 0.98 | 98 | -5 | 1 | 6 | -15 | 0.9 | 4
CCOC(=O)/C(=N\Nc1ccccc1)S(=O)(=O)c1ccccc1 | -10 | -4 | 1 | 104 | 10 | 1 | -2 | -4 | 1 | 4
Cc1cc(C)nc(Sc2ncnc3sc4c(c23)CCC4)n1 | 10 | -4 | 2.5 | 105 | -10 | 1 | 17 | 14 | 0.8 | 6
COc1ccc(CCNC(=O)c2cc(-c3ccccn3)nc3c(Cl)cccc23)cc1OC | -16 | -5 | 1 | 102 | 16 | 1 | 18 | 7 | 0.8 | -4
Cc1nn(CC(=O)N2CCCc3ccccc32)c(C)c1[N+](=O)[O-] | 16 | -4 | 0.7 | 100 | -16 | 1 | 14 | -1 | 0.9 | -2
CC(C)(C)NC(=O)NC(=O)COC(=O)c1ccc(OC(F)F)cc1 | 8 | -9 | 0.94 | 108 | -8 | 1.1 | 10 | -6 | 0.9 | 6
COc1ccc(-c2nc(CS(=O)(=O)CC(=O)Nc3ccc(Cl)cc3)c(C)o2)cc1 | 29 | 5 | 1.3 | 110 | -29 | 1 | -1 | 6 | 1 | 4
O=C(NO)c1ccc(OC(F)F)cc1 | 15 | -8 | 1.6 | 72 | -15 | 1.1 | 5 | 4 | 1 | 21
CCN(CC)C(=O)Cc1cc(C(=O)O)c2ccccc2n1 | -3 | -1 | 1.2 | 96 | 4 | 1 | -5 | -27 | 1.1 | 9
Cc1ccsc1C1C(C#N)=C(N)OC2=C1C(=O)CC(C)(C)C2 (stereo unspecified) | 12 | -8 | 1.3 | 92 | -12 | 1.1 | 4 | 7 | 1 | 3

Exported with values under each structure: part of the list above
Each structure is followed by: APP 5'UTR act, FLuc inhib CS, NF-kB expr up, STAT1 act, APP transl inh, FLuc stim CS, Diaph inh CS, TLR4-MyD88 BLA, Diaph act CS, G6PDH CS
> COc1cc(/C=C(/C#N)c2ccc(F)cc2)ccc1OCc1ccc(C(=O)O)o1
    7, 4, 1.4, 106, -7, 1, 6, 13, 0.9, 5
> O=C(COC(=O)CNC(=O)c1ccccc1)Nc1cccc(Br)c1
    -5, -1, 0.91, 98, 4, 1, 14, -4, 0.9, -19
> CCOC(=O)CCCCC(=O)c1[nH]c(=O)[nH]c1CSc1nc(C)cc(=O)[nH]1
    1, -12, 1.2, 108, -1, 1.1, 43, -7, 0.6, -34
